Compound activity: PubChem, ICCB-Longwood Screening Facility, Harvard Medical School
PV pol inh: poliovirus RNA polymerase inhibition. P03300. poliovirus polymerase elongation, fluorescence polarization; hits give low values. % elongation, % (compound at 16.7 µg/mL). hit rate 0.66% among 150,000. AID 588519; in the data active = % elongation below about 90%; also: some results filed as inactive read as strong as hits
Target sequence (P03300 1749-2209 limits assumed): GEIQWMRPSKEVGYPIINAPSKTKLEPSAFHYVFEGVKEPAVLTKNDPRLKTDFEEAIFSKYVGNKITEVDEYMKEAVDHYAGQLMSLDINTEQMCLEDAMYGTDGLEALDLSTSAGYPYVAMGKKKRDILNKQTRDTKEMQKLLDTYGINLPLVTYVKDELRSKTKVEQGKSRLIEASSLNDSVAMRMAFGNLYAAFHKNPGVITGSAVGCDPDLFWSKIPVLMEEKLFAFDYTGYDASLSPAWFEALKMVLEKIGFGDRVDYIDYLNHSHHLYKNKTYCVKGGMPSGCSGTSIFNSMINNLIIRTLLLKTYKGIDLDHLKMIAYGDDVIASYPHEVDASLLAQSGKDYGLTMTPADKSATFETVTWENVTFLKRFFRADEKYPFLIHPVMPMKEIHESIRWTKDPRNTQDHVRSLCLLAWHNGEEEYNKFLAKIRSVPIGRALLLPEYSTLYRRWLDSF
PV pol inh FP z-score: further read-out of PV pol inh, marked with its call; z-score; measured here: FP z-score; hits read low
* = called active by the depositor; & = joins results of further samples. Not all compounds are listed. The share of hits here may be higher or lower than overall.

Each structure is followed by: PV pol inh, PV pol inh FP z-score
> CCc1ccc2nc(N3CCC(C(=O)NC4CC4)CC3)sc2c1
    100, 0.1
> COc1ccc(-c2c3c(=O)n(C)c(=O)n(C)c3c3c(C)nc4ccccc4n23)cc1
    103, 0
> CCN(C(=O)CSc1nccn1C)c1ccccc1
    101, 0
> Cc1sc2ncnc(-n3cnc4ccccc43)c2c1C
    107, 0.1
> O=C(CN1CCN(c2ccccc2)CC1)Nc1ccccc1
    102, 1
> COc1ccc(-c2noc(-c3ccc(NCC4CCCO4)c([N+](=O)[O-])c3)n2)cc1OC (stereo unspecified)
    109, 0.4
> Cc1ccccc1OCC(=O)Nc1ccc(NC(=O)c2cccs2)cc1
    101, -0.2
> CC(C)(C#N)C(O)c1ccccc1 (stereo unspecified)
    100, 0.1
> Cn1cnc(S(=O)(=O)Nc2n[nH]c(=S)s2)c1
    98, -0.9
> C/C=C1/C(C)C(C(F)(F)F)(C(F)(F)F)C(C#N)=C(N)N1c1ccc(C(N)=O)cc1 (stereo unspecified)
    103, 0
> CCOc1cc(C2C(C(=O)OC)=C(C)NC3=C2C(=O)c2ccccc23)ccc1OC (stereo unspecified)
    108, 0.8
> O=C(O)C1OC(C(=O)O)C2C1C(F)(F)C2(F)F (stereo unspecified)
    97, -0.2
> O=C1N(c2ccccc2)C(=O)N(c2ccccc2)C2c3ccccc3C=CN12 (stereo unspecified)
    102, -0.1
> O=C(CSc1nc2c([nH]c3ccccc32)c(=O)n1-c1ccccc1F)Nc1cccc(C(F)(F)F)c1
    111, 1
> COC(=O)c1c(C)oc(C)c1S(=O)(=O)NCc1ccc(OC)cc1
    102, -0.1
> CCC(=O)N1CCc2cc(CNC(=O)Cc3ccc(OC)c(OC)c3)ccc21
    103, -0.9
> CC(C)OC(=O)c1ccc(-n2cccn2)cc1
    99, -1.2
> COC(=O)CCC(=O)c1cc(C(C)(C)C)sc1C(C)(C)C
    104, 0.9
> COc1ccc(C)c2sc(N3CCN(C(=O)c4cccc(F)c4)CC3)nc12
    114, 1.8
> O=C1CC2(CCN(S(=O)(=O)c3ccccc3)CC2)Oc2ccccc21
    98, -1.5
> C=CCN1C(=O)SC(CC(=O)O)C1=O (stereo unspecified)
    102, 0.1
> NCc1ccc2[nH]c(=O)[nH]c2c1
    101, -0.4
> CC1(C)OC(=O)C2(C(=O)O1)C1C3C4CC5C6C4C1C6C2C53 (stereo unspecified)
    98, -0.2
> Cc1c(Cl)cccc1Nc1nc(N)nc(CSc2nc3ccccc3s2)n1
    103, -0.6
> Cc1cc(=O)c(C(=O)O)nn1-c1ccccc1
    98, -0.8
> O=c1[nH][nH]c2ccc(Cl)cc12
    100, 0.1
> Cc1cc(C)c2c(=O)cc(C(=O)Nc3ccccc3C(F)(F)F)oc2c1
    116, 1.6
> COc1ccc(OC)c(NC(=O)Cn2ccc3ccccc3c2=O)c1
    105, 0
> Cc1ccc(C2=Nn3c(nnc3C3CCCCC3)SC2C)cc1 (stereo unspecified)
    96, -0.7
> Cc1cc(NC(=O)c2cccs2)cc(-c2nc3cc(Cl)ccc3o2)c1O
    107, 0.6
> Clc1ccc(OCc2noc(COc3ccc(Cl)cc3Cl)n2)c(Cl)c1
    102, 0
> COC(=O)C(C)Sc1nc2c(cnn2-c2ccc(F)cc2)c(=O)[nH]1 (stereo unspecified)
    105, 0
> Cc1ccc(NC(=O)c2cc3nc(-c4ccc5c(c4)OCO5)cc(C(F)(F)F)n3n2)cc1Cl
    108, 1.1
> COc1ccc2[nH]c(=O)c(CN(Cc3cccs3)C(=O)c3cccs3)cc2c1
    97, -0.8
> CCN(c1ccccc1)S(=O)(=O)c1ccc(NC(=O)c2cc(=O)c3ccc(C)c(C)c3o2)cc1
    102, -1.1
> CN(CC1COc2ccccc2O1)C(=O)C1(c2ccccc2)CC1 (stereo unspecified)
    101, -0.1
> Cc1cc(C)c(C(=O)c2ccccc2)cc1C(=O)c1ccccc1
    104, 0.5
> COc1ccc(CCNC(=O)CSc2cn(CCNC(=O)c3c(F)cccc3F)c3ccccc23)cc1OC
    109, 1.2
> CCN(CC)C(=O)C1=C(C)N=C2SC(C#N)=C(N)N2C1c1cc(OC)ccc1OC (stereo unspecified)
    106, 1.6
> O=C1C(=O)N(C2CCN(C(=O)c3cccc(Cl)c3)CC2)CCN1Cc1ccc(F)cc1
    110, 0.6
> CC1CC(=O)NN=C1c1ccc(N)c(N)c1 (stereo unspecified)
    101, 0
> O=P1(N2CCN(c3ccc(Cl)cc3)CC2)COc2ccccc2OC1
    97, -0.7
> NC(=S)c1sc(=S)n(-c2ccccc2)c1N
    99, -0.6
> O=C1c2ccccc2C(=O)N1CSc1nnc(Nc2ccccc2)s1
    104, 0.2
> Cc1ccc(CSC2=Nc3ccccc3C3=NC(CCC(=O)NCc4cccs4)C(=O)N23)cc1 (stereo unspecified)
    105, -0.4
> O=C(Nc1ccc2c(c1)OCCO2)C1CCN(c2ccc(-c3cccs3)nn2)CC1
    100, -0.2
> COC(=O)C1=C(C)NC(C)=C(C(=O)OC)C1C(=O)OCC(=O)c1ccc2c(c1)NC(=O)CO2
    103, 0.2
> Cn1cc(-c2cc3n(n2)CCC(=O)N3CCCC(=O)Nc2ccccc2Cl)c2ccccc21
    108, 0.5
> Cc1nnc(NC(=O)C(C)N2CCCC2)s1 (stereo unspecified)
    102, 0
> COc1ccc(N2CCN(C(CNS(=O)(=O)c3c(C)cc(C)cc3C)c3ccco3)CC2)cc1 (stereo unspecified)
    103&101, -0.9&-0.6

Next part
Each structure is followed by: PV pol inh, PV pol inh FP z-score
> CCN(CC)S(=O)(=O)c1ccc2oc(Sc3cc(C)c(C#N)c4nc5ccccc5n34)nc2c1
    108, 1.1
> CCN(CC)CCC1S(=O)(=O)C(C(=O)OC)C(c2ccc(OC)cc2)C(C(=O)OC)S1(=O)=O (stereo unspecified)
    105, 0.6
> CNC(=O)NC(=O)C(Sc1nnnn1C1CC1)c1ccccc1 (stereo unspecified)
    103, 0
> Cc1cc(C(=O)CSc2nncn2C)c(C)n1-c1ncn[nH]1
    101, -0.1
> O=C(C1CC1)N1CCN(c2ncccn2)CC1
    103, 0.5
> Nc1c(C(=O)NCCc2ccccc2)nnn1CC(=O)Nc1ccc(Cl)cc1
    102, -0.2
> O=C(CSc1nc(=O)n2ccccc2n1)NCc1ccccc1
    104, 0.5
> Cc1ccc2c(Sc3ccc(Cl)cc3)c(C(=O)NCCC(C)C)[nH]c2c1
    107, -0.2
> CC(C)Cn1c(=S)[nH]c2scc(-c3cccs3)c2c1=O
    102, 0.1
> Cc1ccc(-c2[nH]ncc2CNCc2ccccc2)cc1C
    102, -0.9

Compounds above that have a furan ring, fused or not, in the order listed:
Each structure is followed by: PV pol inh, PV pol inh FP z-score
> COC(=O)c1c(C)oc(C)c1S(=O)(=O)NCc1ccc(OC)cc1
    102, -0.1
> COc1ccc(N2CCN(C(CNS(=O)(=O)c3c(C)cc(C)cc3C)c3ccco3)CC2)cc1 (stereo unspecified)
    103&101, -0.9&-0.6

More results.
Each structure is followed by: PV pol inh, PV pol inh FP z-score
> Cc1cc(-c2csc(/N=C/N(C)C)n2)c(C)n1-c1ccc(F)cc1
    104, -0.1
> Cc1ccc(Nc2nc3ccccc3nc2Nc2c(C)n(C)n(-c3ccccc3)c2=O)cc1
    100, -0.3
> O=C(O)Cn1nnc(COc2ccccc2)n1
    103, 0.3
> CC(C)CNC(=O)C1CCCN1C(=O)Nc1ccccc1 (stereo unspecified)
    103, 0.5
> CCc1ccc(CNC(=O)c2cccc(-n3c(C)nc4cccnc43)c2)cc1
    107, 0
> Brc1cnc(N2CCCC2)nc1
    101, -0.5
> Cc1cc(C(=O)CSc2nnc(-c3ccco3)n2C)c(C)n1C1CC1
    101, -0.3
> CC1Cc2cc(CSC(=N)N)ccc2O1 (stereo unspecified)
    102, 0.3
> Cc1ccc(C(=O)Nc2ccc(C(=O)N3CCCCC3)cc2)o1
    102, 0.3
> CCOC(=O)c1ccc(NC(=O)CC2C(=O)N(c3cccc(OC)c3)C(=O)N2Cc2ccc(OC)cc2)cc1 (stereo unspecified)
    112, 0.9

Entries of single compounds as entered above:
Profile of Cc1ccc(Nc2nc3ccccc3nc2Nc2c(C)n(C)n(-c3ccccc3)c2=O)cc1 = PV pol inh: 100; PV pol inh FP z-score: -0.3
Profile of O=C1N(c2ccccc2)C(=O)N(c2ccccc2)C2c3ccccc3C=CN12 (stereo unspecified) = PV pol inh: 102; PV pol inh FP z-score: -0.1

(more compounds)
Each structure is followed by: PV pol inh, PV pol inh FP z-score
> CCOc1ccccc1NS(=O)(=O)c1ccc2c(c1)oc(=O)n2C
    107, 0.4
> CCOC(=O)c1[nH]c(C)c(CCC(=O)NCc2ccccc2C)c1C
    108, 0.1
> CSc1ccc(-c2nnc(NC(=O)/C=C/c3cccs3)o2)cc1
    106, 1.6
> COC(=O)c1sccc1NNS(=O)(=O)c1ccccc1
    99, -0.6
> N#CCc1ccc(NC(=O)CC(CC(=O)O)c2ccccc2)cc1 (stereo unspecified)
    99, -0.9
> CC(C)(C)C1CCc2nc(N)c3c(=O)oc4ccccc4c3c2C1 (stereo unspecified)
    100, -0.3
> O=c1oc2c(CN3CCOCC3)c(O)ccc2cc1-c1ccccc1
    110, 0.7
> Cc1ccc(CCNC(=O)CN2N=C(c3ccc(C)cc3)CCC2=O)cc1
    109, -0.5
> N#CC(C#N)=C1CSc2ccccc2N1
    100, -0.1
> O=C1NCCN1CCNS(=O)(=O)c1ccc2ccccc2c1
    98, -0.9

Looked up by structure from the list above, 6 records:
Each structure is followed by: PV pol inh, PV pol inh FP z-score
> CSc1ccc(-c2nnc(NC(=O)/C=C/c3cccs3)o2)cc1
    106, 1.6
> N#CCc1ccc(NC(=O)CC(CC(=O)O)c2ccccc2)cc1 (stereo unspecified)
    99, -0.9
> CCOC(=O)c1[nH]c(C)c(CCC(=O)NCc2ccccc2C)c1C
    108, 0.1
> COC(=O)c1sccc1NNS(=O)(=O)c1ccccc1
    99, -0.6
> N#CC(C#N)=C1CSc2ccccc2N1
    100, -0.1
> O=C1NCCN1CCNS(=O)(=O)c1ccc2ccccc2c1
    98, -0.9

Next part.
Each structure is followed by: PV pol inh, PV pol inh FP z-score
> O=C(OCC1COc2ccccc2O1)c1c(F)cccc1F (stereo unspecified)
    101, -0.2
> Cc1nn(-c2ccccc2)c2c1P(=S)(N1CCOCC1)OC(c1ccccc1)=N2 (stereo unspecified)
    88*, -1*
> O=C1CSc2sc(=S)sc2S1
    88*, -2.1*
> CSc1ncc(C(=O)Nc2ccc(C(C)=O)cc2)c(-c2ccccc2)n1
    113, 1.5
> Fc1cccc(-c2nc(-c3ccncc3)no2)c1
    104, -0.1
> O=C(COc1ccccc1)Nc1ccccc1OCc1cc(=O)n2ccccc2n1
    107, 0.3
> CCOC(=O)CSc1nnc(COc2cccc(C)c2)o1
    100, -0.2
> O=C(NCCOc1ccccc1F)c1ccccc1Nc1cccc2ccccc12
    103, 0.1
> COc1ccc(/C=C/c2nc(-c3ccccc3O)n(-c3ccccc3)n2)cc1OC
    104, -0.4
> CC1CN(Cn2nc(-c3cccc(S(=O)(=O)N4CCOCC4)c3)oc2=S)CC(C)O1 (stereo unspecified)
    102, -0.2
> Cc1[nH]c2ccccc2c1C(c1ccccn1)N1CCN(CCO)CC1 (stereo unspecified)
    103, 0.7
> CCn1c(C(=O)NC2CCCCCC2)cc2oc3ccccc3c21
    106, 1.7
> CCOC(=O)N1CCN(C(=S)Nc2ccc(Oc3ccccc3)cc2)CC1
    101, 0.1
> Oc1c(N=Nc2ccc3c(c2)OCO3)sc2nc3ccccc3n12
    102, 0.6
> Cc1c(/C=C(\C#N)C(=O)Nc2ccccc2F)cc(C#N)n1C
    110, 0.9
> CC(=O)NCCc1nc2ccccc2n1CCCCOc1ccc(Cl)cc1
    113, 1.2
> O=C(CN1C(=O)c2ccccc2C1=O)Nc1ccc(N2CCOCC2)cc1
    102, 0
> COc1ccc(OC)c(C2c3c(-c4ccc(Br)cc4)n[nH]c3C(=O)N2c2ccc(Cl)cc2)c1 (stereo unspecified)
    109, 0.4
> CC(C)c1ccc(OCC(=O)NC(Cc2c[nH]c3ccccc23)C(=O)O)cc1 (stereo unspecified)
    108, 0.9
> CNC(=O)COc1ccc(Oc2ccc(C)cc2)cc1
    104, 0.5
> CCN1C(C(=O)c2ccccc2)=C(OC(=O)C(C)C)c2ccccc2S1(=O)=O
    114, 1.2
> O=C(Nc1nc2n(n1)C(c1ccc(F)cc1)C=C(c1ccc(Cl)cc1)N2)c1ccc([N+](=O)[O-])cc1 (stereo unspecified)
    122, 2.7
> CC(C)N1CCCC(CN)C1 (stereo unspecified)
    103, 0.6
> CCOC(=O)c1c(N)sc(C(=O)N2CCOCC2)c1C
    105, 0.3
> CC(C(=O)O)n1c(=S)[nH]c2ccccc2c1=O (stereo unspecified)
    106, 0.5
> COc1ccc(CCNC(=O)CSc2nc3ccccc3nc2Cc2ccc(C)cc2)cc1OC
    103, -0.1
> CCOc1ccccc1CNC(=O)c1ccc(Cn2c(=O)c3cccn3c3cccnc32)cc1
    108, 0.3
> CC(C)NC(=O)CSc1nc2ccccc2c(=O)n1Cc1ccc(C(=O)NC(C)C)cc1
    111, 1.1
> CC1CCC(C)C(NC(=O)c2ccc(I)cc2)C1 (stereo unspecified)
    101, -0.6
> Cc1cc2cc(CNS(=O)(=O)c3ccc(Cl)cc3)ccc2n1C
    100, -0.8
> COc1ccccc1Cn1cc(C(=O)c2ccc(C)cc2)c(=O)c2cc3c(cc21)OCCO3
    104, -0.8
> CCCCc1cc(=O)oc2cc3oc4c(c3cc12)CCCC4
    102, 0
> COc1ccccc1CN1CCC(C(=O)NCc2ccc(C)cc2)CC1
    101, -0.3
